From PubChem BioAssay
DT40 TDP1 no CPT: qHTS for Inhibitors of human tyrosyl-DNA phosphodiesterase 1 (TDP1): qHTS in cells in absence of CPT; AID 686978, 2013; DT40 Tdp1-/- hTDP1 cells, no CPT, ATP luminescence, 48 h; Potency, µM (highest dose often 46.2 µM), without a hit: at the top dose activity change, negative = growth inhibition, most hits filed as inhibitors; actives 15% (n = 420,000); also: nearly all actives have a fitted effect of over 55% in size
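Cells were dispensed at 400 per well, compounds added by pin tool, plates incubated ≥48 hr at 37 °C, then CellTiter-Glo added for 30 min at room temperature before luminescence reading. Line: DT40 Tdp1-/- complemented with hTDP1; camptothecin omitted.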
TDP1 inh: TDP1 (human) enzyme inhibition | Q9NUW8 | recombinant TDP1, AlphaScreen DNA substrate cleavage | Potency, µM (highest dose often 130 µM), inactives show at the highest dose activity change, negative = inhibition, hits mostly inhibitors | actives 0.28% (n = 350,000) | AID 485290; also: nearly all actives have a fitted effect of over 40% in size
Target sequence (Q9NUW8 whole entry, looked up): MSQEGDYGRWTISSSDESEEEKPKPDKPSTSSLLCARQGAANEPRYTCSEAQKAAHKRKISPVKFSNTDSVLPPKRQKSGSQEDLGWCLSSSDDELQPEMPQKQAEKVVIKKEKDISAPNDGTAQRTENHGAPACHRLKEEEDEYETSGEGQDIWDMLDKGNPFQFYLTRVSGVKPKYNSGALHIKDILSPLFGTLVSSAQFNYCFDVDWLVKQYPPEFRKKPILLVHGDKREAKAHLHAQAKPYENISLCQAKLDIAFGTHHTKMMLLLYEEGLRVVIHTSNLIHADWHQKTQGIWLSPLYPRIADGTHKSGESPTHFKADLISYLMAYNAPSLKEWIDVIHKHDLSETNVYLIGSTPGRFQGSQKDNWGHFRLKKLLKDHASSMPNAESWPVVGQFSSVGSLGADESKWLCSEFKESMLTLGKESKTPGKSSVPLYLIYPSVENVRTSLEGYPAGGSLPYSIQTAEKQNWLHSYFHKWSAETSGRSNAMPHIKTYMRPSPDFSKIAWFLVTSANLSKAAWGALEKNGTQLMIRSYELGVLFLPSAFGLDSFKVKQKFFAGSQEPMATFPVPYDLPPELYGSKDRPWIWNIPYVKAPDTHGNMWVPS
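E. coli-derived human Tdp1, 1 nM final. Cpd preinc 15 min RT; substrate 15 nM final, 5 min RT; AS bead mix 10 ug/ml final, 10 min RT. Signal loss = tyrosine-FITC cleavage. No-enzyme wells = max signal.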
TDP1 cell CPT: DT40-hTDP1 cell growth loss with CPT | chicken DT40 Tdp1-/-;hTDP1 cells + 20 nM CPT, ATP luminescence, 48 h | Potency, µM (doses to about 46.2 µM), for inactives: at the highest dose activity change, negative = growth inhibition, most hits filed as inhibitors | actives 12% (n = 420,000); also: nearly all actives have a fitted effect of over 55% in size
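Chicken DT40 Tdp1-/- cells complemented with human TDP1, 400 cells/well, exposed to compounds plus 20 nM camptothecin for at least 48 h at 37 C; viability read as ATP content by CellTiter-Glo luminescence.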
* hit, by the source's call; ? = inconclusive; . = not tested or not shown; & = joins results of further samples; [ ] = dose if it differs, or a comment. Calls follow the shape of the dose curve; as a rule, active = well fitted curve in the direction sought with a large enough effect; inconclusive = small, poorly fitted or top-dose-only effect, or another doubt; inactive = no such curve, though single readings can be large; an effect the other way counts as inactive or inconclusive. % is scaled to controls: 0 for no effect and ±100 for the full control effect; potency is read from the fitted curve at half-maximal effect.

SMILES | DT40 TDP1 no CPT | TDP1 inh | TDP1 cell CPT
COc1c(Cl)cc(C(=O)N(Cc2ccccc2F)C2CCS(=O)(=O)C2)cc1Cl (stereo not given) | ? | 0% | ?
COC(=O)c1cn(C(C)C(=O)NCc2ccco2)c2ccccc12 (stereo not given) | -18% | 5% | -3%
COc1ccc(S(=O)(=O)NC2CCCCC2)cc1C(=O)N1CCCCC1 | -3% | 3% | -21%
Cc1cc(NC(=O)CCCS(=O)(=O)c2nc(-c3cccs3)cc(C(F)(F)F)n2)no1 | 2.6µM* | -2% | 2.6µM*
CCN(CC)CCCNC(=S)N1CCn2c(nc3ccccc32)C1 | -15% | -4% | 9%
Cc1cc(N2CCOCC2)nc(-c2ccc([N+](=O)[O-])cc2)n1 | ? | 3% | ?
CC(C)CNC(=O)C(=O)Nc1c2c(nn1-c1ccccc1)CS(=O)(=O)C2 | -7% | 3% | 0%
CCOC(=O)N1CCN(C(=O)/C(=C/c2ccc(OC)c(OC)c2)NC(=O)c2ccccc2)CC1 | -21% | 2% | -2%
COc1ccccc1N1C(=O)S/C(=C\c2cc(C)n(C)c2C)C1=O | ? | 5% | ?
COCCSc1nnc(NC(=O)C2CC(=O)N(c3ccc(OC)cc3)C2)s1 (stereo not given) | 1% | -3% | 22%
Cc1cc(C(=O)COC(=O)c2ccc(Br)o2)c(C)n1C | -29% | -1% | -15%
C=CCC[C@H](Cc1ccc(F)cc1)C(=O)OC[C@@H](Cc1c[nH]c2ccccc12)NC(=O)[C@H](CC=C)CC(=O)NCCO | 16µM* | 4% | 21µM*
O=S(=O)(c1cccs1)N1CCN(CC(O)COC2CCCc3ccccc32)CC1 (stereo not given) | -24% | -1% | -16%
COCCn1c(SCCN2CCCCC2)nc2ccccc2c1=O | 6% | -4% | 5%
COc1ccccc1/C=C/CN1CCCC(CCC(=O)NCc2ccc(F)c(F)c2)C1 (stereo not given) | ? | 1% | ?
CC(=O)N(C)c1ccc(NC(=O)Cc2cccc3ccccc23)cc1 | -24% | . | 11%
Cc1ccc(-c2nnn(CC(=O)N(CCN3CCOCC3)C(C(=O)NC(C)(C)C)c3ccco3)n2)cc1 (stereo not given) | -9% | 3% | 15%
CCNc1nc(N)nc(Oc2ccc(C(=O)OC)cc2)n1 | -4% | 7% | 6%
COc1ccc(NC(=O)/C(=C/c2ccc(OC(C)=O)c(OC)c2)NC(C)=O)cc1 | -10% | 3% | 5%
CSc1nnnn1-c1ccc(C(=O)O)cc1 | 1% | -1% | 2%
CSCC[C@H](NC(=O)C1CCN(C(=O)[C@@H](N)Cc2ccccc2)CC1)C(=O)O | 15% | . | 2%
CCN1C(=O)[C@H]2[C@H]3CN=C(SCc4ccc(C#N)cc4)N3[C@@](Cc3ccccc3)(C(=O)OC)[C@H]2C1=O | ? | 1%[56.1 µM] | ?
Cc1cc(=O)oc2ccc(OCC(=O)N3CCc4ccccc43)cc12 | ? | -4% | -25%
CC1CC(CC(=O)NC(=S)Nc2ccccc2Cl)C(=O)O1 (stereo not given) | -23% | -3% | 3%
O=C(Nc1ccccc1)c1cccnc1N1CCOCC1 | -10% | 3% | -1%
SMILES | DT40 TDP1 no CPT | TDP1 inh | TDP1 cell CPT
CN(Cc1cccc(F)c1)C(=O)C1CC(=O)N(Cc2ccco2)C1 (stereo not given) | -22% | . | -1%
C/C(=N\N1CCN(Cc2ccc(C)cc2)CC1)c1ccco1 | -25% | -1% | -26%
CCS(=O)(=O)c1nc(S(=O)(=O)c2ccc(C)cc2)c(NC)s1 | 2% | 3% | 1%
CN(c1ccccc1)S(=O)(=O)c1ccc(C(=O)N2CCN(c3ccccc3)CC2)cc1 | -13% | . | -2%
O=C(c1cn(-c2ccccc2)nc1-c1cccnc1)N1CCN(S(=O)(=O)c2ccccc2F)CC1 | ? | 2% | -32%
COC(=O)C1CCCCN1Cc1ccc2c(c1)CN(Cc1cnn(-c3ccccc3)c1)CCO2 (stereo not given) | ? | . | ?
O=C(CCC(=O)OCC(=O)c1ccc(Br)cc1)NC1CCCCC1 | -7% | -5% | -8%
Cc1ccc(C)n1-c1ccsc1C(=O)CC#N | 8% | 4% | -1%
CCC(=O)Nc1c(C(=O)N2CCN(c3ccccn3)CC2)cnn1-c1ccc(Cl)cc1 | ? | 5% | -10%
O=C(NCCCNCCCNC(=O)c1ccccn1)c1ccccn1 | 29% | 6% | -10%
CC(=O)Nc1ccc(S(=O)(=O)NNC(=O)CCc2ccccc2)cc1 | -4% | 4% | 5%
OC(Cn1cncn1)c1ccc(Cl)cc1Cl (stereo not given) | -17% | -2% | -16%
CC(C)c1ccc(CC(=O)N2CCC2(C)C(=O)NS(=O)(=O)c2cccc(C#N)c2)cc1 (stereo not given) | -2% | . | 0%
Nc1ncnc2c1[nH]c(=S)n2C1OC(CO)C(O)C1O (stereo not given) | 2% | 1% | 2%
Fc1ccc(Cn2c(-c3cccc(Br)c3)nc3ccccc32)cc1 | 18µM* | -5% | ?
COc1ccc(OC)c(/C=C/c2c([N+](=O)[O-])c(=O)n(C)c(=O)n2C)c1 | -11% | 0% | 13%
O=C(O)C(Cc1c[nH]c2ccccc12)N1C(=O)C2C3c4ccccc4C(c4ccccc43)[C@@H]2C1=O (stereo not given in full) | 5% | 4% | -3%
CCOC(=O)c1cnc(SCc2ccc(C(C)(C)C)cc2)nc1N | ? | -2% | ?
COc1ccc(Nc2ccc(Cl)cc2)c(C(=O)O)c1 | -20% | 8% | -9%
CN1OC[C@@H]2CN(C(=O)C(C)(C)C)[C@H](c3cccc(Oc4ccccc4)c3)C[C@@H]21 | ? | . | -27%
Cc1ccnc(NC(=O)c2cccc3ccccc23)c1 | -16% | 4% | ?
O=C(c1ccnc(-n2cnnn2)c1)N1CCOc2ccc(C(O)CCc3ccccc3)cc2C1 (stereo not given) | -19% | . | -29%
CCC(=O)OC1(C(=O)CCl)[C@@H](C)C[C@H]2[C@@H]3CCC4=CC(=O)C=C[C@]4(C)[C@@]3(F)[C@@H](O)C[C@@]21C (stereo not given in full) | -8% | . | -16%
O=C(NCc1ccco1)Nc1ccc2snnc2c1 | -7% | 6% | -25%
CS(=O)(=O)N(CC(=O)Nc1ccccc1Br)Cc1ccccc1 | 0% | -12% | 6%
SMILES | DT40 TDP1 no CPT | TDP1 inh | TDP1 cell CPT
Nc1ccc(C(=O)O)cc1S(=O)(=O)O | 5.8µM* | 0% | ?
CC(C)(C)c1ccc(C(=O)Nc2ccc3c(c2)C(=O)NC3=O)cc1 | -8% | . | -4%
Cc1ccc(-c2cc(-c3ccccc3)nc(Cl)n2)cc1 | ? | . | -14%
O=C1C[C@@H]2c3c(cccc3CN1Cc1ccc(F)cc1)C[C@@H](O)[C@H]2O | -2%&2% | 0% | 10%&0%
CN(c1ccccc1)c1nc(N2CCCC2)nc(-n2ccnc2)n1 | -21% | 9% | -26%
COc1ccccc1NC(=O)c1cc2c(=O)oc3ccc(C)cc3c2s1 | ? | 7% | -6%
CS(=O)(=O)Nc1ccc(C2=NN(S(C)(=O)=O)C(c3ccccc3)C2)cc1 (stereo not given) | -18% | -1% | -14%
COC(=O)c1ccc2c(c1)C(=O)/C(=C/c1ccc(O)cc1)O2 | ? | -4% | ?
O=C(OCC(=O)c1ccco1)c1ccc2ncsc2c1 | -9% | 0% | 1%
O=C(CCC(=O)Nc1ccccc1)NCCO | -14% | 2% | -4%
Cc1nc(Nc2ccc(Cl)cc2Cl)sc1C(=O)Nc1ccccc1 | 18µM* | 3% | 26µM*
Cc1onc(-c2c(F)cccc2Cl)c1C(=O)Nc1sc2c(c1C(N)=O)CCC2 | 11µM* | 4% | 11µM*
COc1ccc2[nH]c3c(=O)n(CCCCC(=O)NCCC(C)C)c(=S)[nH]c3c2c1 | 21µM* | 6% | 15µM*
CCOc1ccc(Oc2ccc(NS(=O)(=O)c3cc(C(=O)O)ccc3Cl)cc2)cc1 | 20% | 1% | -7%
Cc1cccc(CCNC(=O)CCS(=O)(=O)c2ccc(Br)cc2)c1 | -27% | 1% | -13%
OC1(c2ccc(F)cc2)CCN(Cc2nnnn2Cc2cccs2)CC1 | -10% | -9% | -4%
Cc1cc(F)ccc1S(=O)(=O)NCC1CC2CCC1C2 (stereo not given) | -13% | . | -18%
Cc1cccc(C)c1OCc1nnc(SCC(=O)NCCc2ccccc2)o1 | -21% | 3% | -17%
CCOc1cc(NC(=O)c2ccccn2)c(OCC)cc1NC(=O)c1cccc(C)c1 | 1.8µM* | -2% | 4.1µM*
O=C(C1CCCN1S(=O)(=O)c1cccc2nsnc12)N1CCCCCC1 (stereo not given) | -7% | -4% | -4%
O=C(NCc1n[nH]c(=S)n1-c1cccc(Cl)c1)c1ccc(S(=O)(=O)N2CCCC2)cc1 | -1% | 1% | -21%
CCCCC1CC2=C(C(=O)OC(C)(C)O2)C(c2ccc(F)cc2)O1 (stereo not given) | -16% | . | 4%
CCN(CC(=O)NCc1ccc(Cl)cc1)C(=O)CN1C(=O)NC(C)(c2ccccc2)C1=O (stereo not given) | 8% | 3% | -1%
O=C(CCc1ccccc1)Nc1cc2c3c(c1)CC(=O)N3CCC2 | ? | 1% | -20%
Cc1ccc(C(=O)NCC(=O)N2CCc3ccccc3C2)cc1C | ? | . | 6%
SMILES | DT40 TDP1 no CPT | TDP1 inh | TDP1 cell CPT
O=C(Cn1nc(-c2ccco2)ccc1=O)Nc1ccc(Br)cc1 | 25% | 2% | -27%
COc1ccccc1CNC(=O)C1=C(C)C(=O)OC12CCC(C)CC2 (stereo not given) | ? | -1% | ?
O=C(CSc1nc2ccccc2[nH]1)Nc1ccc2c(c1)CCC2 | ? | 4% | ?
O=C(CSc1nnc(-c2ccccc2)n1-c1ccc(Cl)cc1)NNC(=S)Nc1ccccc1 | ? | 1% | -7%
CCOc1ccc(NC(=S)Nc2ccc(OCc3ccccc3)cc2)cc1 | -23% | 0% | ?
CCCCN1CCC(=O)C(C(=O)OCC)=C1C(=O)OCC | -6% | . | -4%
CC(C)(C)NC(=O)[C@H]1CC[C@H]2[C@@H]3CC=C4C=C(C(=O)O)CC[C@]4(C)[C@H]3CC[C@]12C | ? | . | ?
O=C(Nc1ccon1)C(Sc1ccccc1)c1ccccc1 (stereo not given) | -26% | -1% | -4%
CCOC(=O)/C(=C/c1ccc(Cl)cc1)NC(=O)c1ccco1 | -17% | 5% | -4%
CCOC(=O)C1=CCN(S(=O)(=O)c2ccccc2Br)C1c1ccc(C)cc1 (stereo not given) | ? | . | -4%
N=c1n(Cc2ccccc2Cl)c2ccccc2n1CC(O)c1ccco1 (stereo not given) | ? | 1% | -27%

Filtered by structure, the entries above with a furan ring, fused or not
SMILES | DT40 TDP1 no CPT | TDP1 inh | TDP1 cell CPT
COC(=O)c1cn(C(C)C(=O)NCc2ccco2)c2ccccc12 (stereo not given) | -18% | 5% | -3%
Cc1cc(C(=O)COC(=O)c2ccc(Br)o2)c(C)n1C | -29% | -1% | -15%
Cc1ccc(-c2nnn(CC(=O)N(CCN3CCOCC3)C(C(=O)NC(C)(C)C)c3ccco3)n2)cc1 (stereo not given) | -9% | 3% | 15%
CN(Cc1cccc(F)c1)C(=O)C1CC(=O)N(Cc2ccco2)C1 (stereo not given) | -22% | . | -1%
C/C(=N\N1CCN(Cc2ccc(C)cc2)CC1)c1ccco1 | -25% | -1% | -26%
O=C(NCc1ccco1)Nc1ccc2snnc2c1 | -7% | 6% | -25%
O=C(OCC(=O)c1ccco1)c1ccc2ncsc2c1 | -9% | 0% | 1%
O=C(Cn1nc(-c2ccco2)ccc1=O)Nc1ccc(Br)cc1 | 25% | 2% | -27%
CCOC(=O)/C(=C/c1ccc(Cl)cc1)NC(=O)c1ccco1 | -17% | 5% | -4%
N=c1n(Cc2ccccc2Cl)c2ccccc2n1CC(O)c1ccco1 (stereo not given) | ? | 1% | -27%

Rows are unselected, and some 18% of all compounds hit somewhere here.
